Rab9 promoter act: activators of Rab9 promoter; Huh7 Rab9 promoter-luciferase reporter, luminescence, 24 h; Potency, µM (series often up to 9.22 µM), for inactives: top-dose activation, negative = inhibition, hits mostly activators; 2.8% of 320,000 active; AID 485297; further: potency means the concentration at half of the fitted maximal effect; % of control where 0% means no effect; nearly all actives have a fitted effect of over 60% in size
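Cells were plated at 1500 per well in reduced-serum medium with 10% FBS and left 2 h. Compound in DMSO was then added for 24 h at 37 °C. Reporter signal was read by luminescence after 10 min with luciferase detection reagent.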
RORgamma inh: ROR gamma (mouse) transcription inhibition | Drosophila S2 Gal4-RORgamma UAS-luciferase reporter, 20 h | P51450 | Potency, µM (highest dose often 53.6 µM), inactives show at the highest dose activity change, negative = inhibition, most hits filed as inhibitors | 5.4% of 310,000 active; further: potency means the concentration at half of the fitted maximal effect; on the % scale 0 is the no-effect control and ±100 the full control effect; nearly all actives have a fitted effect of over 60% in size
Target sequence (P51450 whole entry, looked up, the tested form may be a part): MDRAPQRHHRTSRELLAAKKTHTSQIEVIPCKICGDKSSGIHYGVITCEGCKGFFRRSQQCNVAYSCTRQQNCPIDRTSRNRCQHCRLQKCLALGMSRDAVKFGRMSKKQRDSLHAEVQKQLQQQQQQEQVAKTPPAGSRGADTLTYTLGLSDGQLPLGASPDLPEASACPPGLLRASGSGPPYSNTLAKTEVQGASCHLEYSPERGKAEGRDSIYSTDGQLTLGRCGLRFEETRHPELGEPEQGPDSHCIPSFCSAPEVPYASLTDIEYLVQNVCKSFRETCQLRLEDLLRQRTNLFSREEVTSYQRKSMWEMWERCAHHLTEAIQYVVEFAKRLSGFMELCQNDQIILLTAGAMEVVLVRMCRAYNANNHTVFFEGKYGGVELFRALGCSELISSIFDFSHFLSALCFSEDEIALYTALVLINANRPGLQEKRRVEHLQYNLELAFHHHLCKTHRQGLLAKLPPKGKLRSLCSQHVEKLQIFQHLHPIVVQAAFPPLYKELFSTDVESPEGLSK
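ROR gamma transcriptional activity was tracked as Gal4-UAS luciferase output in stably transfected Drosophila Schneider cells, with compound added 1 hr before 700 uM copper sulfate induction and a 20 hr ambient-temperature incubation.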
NPC1 prom act: NPC1 promoter activation; Huh7 NPC1 promoter luciferase reporter, 24 h; AID 485313; Potency, µM (series often up to 9.22 µM), without a hit: at the top dose activation, actives largely listed as activators; 2.4% of 320,000 active;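 further: potency means the concentration at half of the fitted maximal effect; % of control where 0% means no effect; nearly all actives have a fitted effect of over 60% in size; reporter is driven by a mutant NPC1 promoter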
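Huh7 reporter cells (NPC1 promoter driving luciferase) are dosed with compound for 24 h at 37 °C, 5% CO2; luciferase detection reagent is then added and luminescence measured after 10 min at ambient temperature.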
p53 reactivator: mutant p53 re-activation in reporter cells; H1299 p53-A138V BP100-luciferase reporter, luminescence, 24 h; Potency, µM (highest dose often 92.2 µM), for the others: at the highest dose activity change, positive = activation, hits mostly activators; 0.063% of 320,000 active; further: potency means the concentration at half of the fitted maximal effect; % of control where 0% means no effect; nearly all actives have a fitted effect of over 45% in size
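p53-null H1299 cells stably carrying temperature-sensitive p53-A138V and a BP100-luciferase reporter were pinned with compounds (4-point, 1:5 series) and held 24 hrs at 37 deg C. Luminescence was read 10 min after detection reagent.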
Giardia killer: kills Giardia lamblia. Giardia lamblia trophozoite viability. activity change, % at 7.66 µM, hits read low. 0.15% of 340,000 active. AID 540267; in the data active means activity change below about -80%; inconclusive means between about -30% and that limit;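 further: parasites exposed to compound for two days anaerobically before the ATP read; on the % scale 0 is the no-effect control and ±100 the full control effect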
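Each well holds 100 Giardia trophozoites and compound. After two days (48 hrs) at 37 deg C in anaerobic conditions, ATP is quantified by luminescence.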
ELG1 genotoxic: inducers of genotoxicity in HEK293T ELG1-luciferase cells; HEK293T ELG1-luciferase reporter, luminescence, 16 h; Potency, µM (series often up to 46 µM), without a hit: at the highest dose activity change, positive = activation, hits mostly activators; 1.3% of 330,000 active; further: potency means the concentration at half of the fitted maximal effect; % of control where 0% means no effect; nearly all actives have a fitted effect of over 60% in size
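ELG1-luciferase HEK293T cells, 2,000/well; compound pinned in; 16 hr, 37 °C, 5% CO2; ONE-Glo, 30 min RT; luminescence on CCD imager.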
PKM2 act: activators of human pyruvate kinase M2; P14618; 0.34% of 260,000 active; purified PKM2, Kinase-Glo ATP luminescence, activation; response scale: 0% is enzyme alone, no compound; Potency, µM (highest dose often 57.5 µM), for the others: at the top dose activation, actives largely listed as activators; further: potency means the concentration at half of the fitted maximal effect; on the % scale 0 is the no-effect control and ±100 the full control effect; nearly all actives have a fitted effect of over 55% in size
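Kinase-Glo luminescence reports ATP generated from ADP (0.1 mM) and PEP (0.5 mM) by purified hPK-M2 after 1 h at room temperature, pH 7.2 imidazole buffer; intermediate enzyme activity allows detecting inhibitors and activators.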
FLuc modulator: inhibits or activates purified firefly luciferase, miR-21 counter-screen. P08659. purified FLuc, Km substrates, luminescence inhibition. Potency, µM (titrated, usually from 57.5 µM), for inactives: top-dose activity change, negative = inhibition, most hits filed as inhibitors. 6.9% of 360,000 active;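 further: potency means the concentration at half of the fitted maximal effect; plate controls were vehicle for no effect and reference inhibitor for full effect; nearly all actives have a fitted effect of over 55% in size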
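Biochemical qHTS of compounds, final roughly 60 µM downward over six points, against 10 nM purified firefly luciferase using Km concentrations of substrates (10 uM D-luciferin, 10 uM ATP) in Tris acetate pH 7.5 buffer; luminescence output.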
Menin-MLL TR inh: inhibitors of human menin-MLL interaction, mutant MLL peptide | Menin + Texas Red MLL mutant peptide, fluorescence polarization | 0.23% of 270,000 active | Potency, µM (doses to about 61.6 µM), without a hit: top-dose FP activity change, negative = inhibition, hits mostly inhibitors | O00255; active means well fitted inhibition curve with a large enough effect in the polarisation, with a control signal flat, not every such curve was filed as active; inconclusive means small, poorly fitted or top-dose-only effect, or effect the other way, or a change in a side signal; inactive means no such curve, though single readings can be large or run the other way; the % refers to the polarisation; further: potency means the concentration at half of the fitted maximal effect; % of control where 0% means no effect; many of its hits are not listed in these tables
BRCA1 expr act: BRCA1 expression activation. 1.1% of 380,000 active. MCF7-BRCA1-FFLuc reporter, luminescence, 48 h; response scale: scaled: vehicle 0%, 10 µM genistein 100%. Potency, µM (titrated, usually from 46.1 µM), inactives show top-dose activation, hits mostly activators; further: potency means the concentration at half of the fitted maximal effect; nearly all actives have a fitted effect of over 80% in size; some results filed as inactive show a strong effect at the top dose
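48 h compound treatment of MCF7-BRCA1-FFLuc cells (phenol-red free MEM, 37 °C), then 15 min with luciferase substrate and luminescence imaging.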
VP16 counter: counter-screen for ROR gamma inhibitors: Gal4-VP16 reporter | 3.5% of 310,000 active | Drosophila S2 Gal4-VP16 UAS-luciferase, luminescence, 20 h | Potency, µM (top dose mostly 53.6 µM), for the others: at the highest dose activity, negative = inhibition, actives largely listed as inhibitors;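 further: Gal4-VP16 expression switched on by copper sulfate through the metallothionein promoter; potency means the concentration at half of the fitted maximal effect; on the % scale 0 is the no-effect control and ±100 the full control effect; nearly all actives have a fitted effect of over 50% in size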
Numbers without * were called inactive; ? = inconclusive; · = no result given; [ ] = another dose, or the depositor's remark. Unless noted, the call rests on the fitted dose curve; in most records, active means well fitted curve in the direction sought with a large enough effect; inconclusive means small, poorly fitted or top-dose-only effect, or another doubt; inactive means no such curve, though single readings can be large; an effect the other way counts as inactive or inconclusive.

SMILES | Rab9 promoter act | RORgamma inh | NPC1 prom act | p53 reactivator | Giardia killer | ELG1 genotoxic | PKM2 act | FLuc modulator | Menin-MLL TR inh | BRCA1 expr act | VP16 counter
O=C(NCC1CCCO1)c1ccc(NC(=O)c2ccc([N+](=O)[O-])cc2)cc1 (configuration not stated) | -2.9% | -5.3% | -4.4% | -2.5% | 15.2 | 5.8% | 0.1% | -11.1% | -9.3% | -2.9% | -1.9%
O=C(CSc1n[nH]c(-c2ccncc2)n1)Nc1ccc(Cl)c(Cl)c1 | -0.7% | ? | 0.2% | 2.4% | 14.9 | -6.0% | 7.6% | -18.6% | 32.2%[activator] | -15.7% | -3.3%
Cc1cc(Oc2ccc(Cl)cc2)nc(-c2ccccn2)n1 | -7.0% | 0.631µM* | -5.2% | -0.2% | 32.1[activator] | -10.1% | -6.4% | -0.7% | · | -14.2% | 5.62µM*
CCc1ccccc1N1CSC2=C(C#N)C(c3ccccc3F)CC(=O)N2C1 (configuration not stated) | -2.6% | ? | -1.5% | -0.3% | 8.2 | -1.9% | -13.3% | ? | 0.9%[11.7 µM] | 27.4% | ?
Cc1cc(NC(=O)COC(=O)C2CCC2)no1 | -1.7% | -10.4% | -1.7% | -0.5% | -1.8 | 0.1% | 3.4% | -0.4% | 1.1% | -6.0% | -14.5%
Cc1ccc(S(=O)(=O)O)c(C)c1N1CCCC1=O | -9.2% | -12.6%[0.365 µM] | -7.4% | 10.9% | 0.9 | -3.5% | -9.1% | -1.8% | 37.1%[activator] | -1.6% | ·
COc1ccc(OC)c(Nc2nc(N)c([N+](=O)[O-])c(N3CCOCC3)n2)c1 | -0.1% | 9.6% | -10.3% | -1.3% | 6.0 | -10.6% | · | 2.1% | 16.8% | -8.7% | 1.1%
O=C(O)c1cccc(Sc2cc(Cl)ccc2C(=O)O)c1 | 0.5% | · | -0.3% | 8.8% | -1.5 | 4.9% | · | -7.0% | · | 12.1% | ·
O=C1CSC(c2cccc([N+](=O)[O-])c2)N1CCN1CCCCC1 (configuration not stated) | -2.8% | 6.9% | -2.2% | 7.7% | -19.0 | -1.9% | -27.5% | -0.5% | -6.1% | 15.9% | -3.7%
CCn1c(CSCc2ccc(C)cc2)n[nH]c1=S | -1.9% | 5.62µM* | -3.2% | 10.0% | -1.9 | 0.3% | 9.1% | -8.8% | -16.8% | 24.1% | 3.55µM*
Cc1cc(NCCN(C)C)n2nc(-c3cccs3)cc2n1 | -4.9% | ? | -0.6% | ? | -7.6 | 7.3% | 6.1% | -1.1% | 17.8% | 21.1% | 8.3%
O=S(=O)(c1ccc(N2CCC(c3ccc(Cl)cc3)=N2)cc1)N(CCO)CCO | -6.1% | 10.4% | -3.8% | -13.3% | 1.2 | 6.8% | -6.1% | -14.9% | 1.4% | -18.4% | -18.6%

Laid out differently: results already given.
Results follow in this order: Rab9 promoter act, RORgamma inh, NPC1 prom act, p53 reactivator, Giardia killer, ELG1 genotoxic, PKM2 act, FLuc modulator, Menin-MLL TR inh, BRCA1 expr act, VP16 counter
> Cc1cc(NC(=O)COC(=O)C2CCC2)no1
→ -1.7%, -10.4%, -1.7%, -0.5%, -1.8, 0.1%, 3.4%, -0.4%, 1.1%, -6.0%, -14.5%
> Cc1ccc(S(=O)(=O)O)c(C)c1N1CCCC1=O
→ -9.2%, -12.6%[0.365 µM], -7.4%, 10.9%, 0.9, -3.5%, -9.1%, -1.8%, 37.1%[activator], -1.6%, ·
> COc1ccc(OC)c(Nc2nc(N)c([N+](=O)[O-])c(N3CCOCC3)n2)c1
→ -0.1%, 9.6%, -10.3%, -1.3%, 6.0, -10.6%, ·, 2.1%, 16.8%, -8.7%, 1.1%
> O=C(O)c1cccc(Sc2cc(Cl)ccc2C(=O)O)c1
→ 0.5%, ·, -0.3%, 8.8%, -1.5, 4.9%, ·, -7.0%, ·, 12.1%, ·
> O=C1CSC(c2cccc([N+](=O)[O-])c2)N1CCN1CCCCC1 (configuration not stated)
→ -2.8%, 6.9%, -2.2%, 7.7%, -19.0, -1.9%, -27.5%, -0.5%, -6.1%, 15.9%, -3.7%
> CCn1c(CSCc2ccc(C)cc2)n[nH]c1=S
→ -1.9%, 5.62µM*, -3.2%, 10.0%, -1.9, 0.3%, 9.1%, -8.8%, -16.8%, 24.1%, 3.55µM*
> Cc1cc(NCCN(C)C)n2nc(-c3cccs3)cc2n1
→ -4.9%, ?, -0.6%, ?, -7.6, 7.3%, 6.1%, -1.1%, 17.8%, 21.1%, 8.3%
> O=S(=O)(c1ccc(N2CCC(c3ccc(Cl)cc3)=N2)cc1)N(CCO)CCO
→ -6.1%, 10.4%, -3.8%, -13.3%, 1.2, 6.8%, -6.1%, -14.9%, 1.4%, -18.4%, -18.6%

Following part.
SMILES | Rab9 promoter act | RORgamma inh | NPC1 prom act | p53 reactivator | Giardia killer | ELG1 genotoxic | PKM2 act | FLuc modulator | Menin-MLL TR inh | BRCA1 expr act | VP16 counter
OC[C@H]1O[C@@H](n2cnc3c(NC4CCCC4)ncnc32)[C@H](O)[C@@H]1O | -3.7%[46.1 µM] | -1.7% | 3.5%[46.1 µM] | 5.9% | 13.0 | 15.8% | -15.4% | -3.8% | -6.0% | 1.7% | -7.1%
COc1ccc(S(=O)(=O)N2CCC(c3nc4ccccc4[nH]3)CC2)cc1 | -8.7% | 0.0% | -1.7% | 10.9% | 6.4 | 0.0% | 1.7% | 1.8% | -16.2% | -26.2% | -8.3%
O=S(=O)(c1ccc(F)cc1)N1CCCc2ccccc21 | 2.9% | 15.2% | -2.6% | · | · | 2.1% | -2.9% | -12.8% | 1.9% | · | -3.9%
O=C1OCC2=C1C(c1ccccc1)CC(=O)N2c1ccc(F)cc1 (configuration not stated) | -0.1% | 12.7% | -8.1% | -3.6% | -6.6 | 0.2% | 2.4% | -1.0% | -2.7% | 0.0% | -12.3%
Cc1ccc(-c2nn3c(C)nnc3s2)cc1NC(=O)c1cccnc1 | 0.9% | 8.1% | 2.4% | 1.3% | -2.8 | 14.3% | -2.8% | -0.4% | -2.6% | -7.8% | -3.4%
O=C(CSc1nc2ccccc2c(=O)[nH]1)c1ccc(O)cc1O | 1.8% | ? | 6.6% | 1.3% | 19.5 | -4.3% | 17.5% | ? | 6.9% | 23.2% | -5.4%
CN(C(=O)c1ccccc1Cl)c1ccccc1C(=O)NCCc1ccccc1 | 7.1% | 0.8% | -1.3% | -1.0% | 12.8 | -9.1% | 1.4% | 2.6% | -0.4% | -7.1% | 18.2%
CCCCN1C(=O)c2ccc(C(=O)NCc3ccco3)cc2C1=O | 0.4% | 15.5% | 2.4% | -10.5% | ? | 11.2% | 0.5% | -0.3% | · | 6.1% | -8.8%
O=C(CNC(=O)c1ccc([N+](=O)[O-])cc1)c1ccccc1 | ? | -42.7% | ? | ? | -7.3 | ? | 4.8% | ? | 11.3% | 6.31µM* | -11.0%
CN(C)c1ccc(/C(=N\O)c2ccccc2)cc1 | 13.9% | 0.0%[0.365 µM] | 27.3% | ? | -1.6 | 23.0% | -22.2% | ? | -14.7% | 56.5% | ·

Assay outcomes deposited in PubChem BioAssay by National Center for Advancing Translational Sciences (NCATS).

The list is partial; rates above refer to the full screens.
